Source: PubChem BioAssay
Dyrk1A ADPGlo = Dyrk1A (rat) kinase inhibition; AID 504441; ADP-Glo luminescence, NFATc1 peptide; 310,000 compounds, 0.43% hits; inhibition, % at 12.5 µM; Q63470; in the data active means inhibition above about 50%;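 further: plate controls were vehicle with enzyme for no effect and no enzyme for full effect; many of its hits are not listed in these tables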
hERG rescue = hERG (human) protection from proarrhythmic block; 310,000 compounds, 0.51% hits; activation (rescue from dofetilide block), less the hit threshold, % at 10 µM; CHO-hERG, FluxOR thallium flux, dofetilide IC70 present; AID 1511;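 active means activation above the mean of controls blocked by dofetilide plus 5 SD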;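 further: thallium influx through hERG after potassium depolarization seen as dye fluorescence rise; in these data hits start at about 4.7%; inactives centre near -7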
PolyA inhibitor = yeast polyadenylation inhibition | S. cerevisiae SKY197-pL101 polyadenylation reporter, beta-gal luminescence; efflux-impaired pdr1/pdr3 knockout yeast; score 100 = 6 SD above DMSO | calls only at 12 µM | 300,000 compounds, 0.02% hits | AID 1875;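 active means lowest replicate activity score at least 50, where 100 means six control SD above control mean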;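 further: yeast exposed to compound for 9 h at 30 °C; higher score means more reporter readthrough which indicates perturbed polyadenylation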
GSK3A inh = human GSK-3 alpha kinase inhibition. P49840. ADP-Glo luminescence, 60 min. inhibition, % at 10 µM. 320,000 compounds, 0.1% hits. AID 2650;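 in the data active means inhibition above about 50%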;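 further: GST-tagged GSK-3 alpha with peptide substrate and 25 µM ATP; 0% = DMSO neutral wells and 100% = GW8510 positive control wells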
Target sequence (P49840 whole entry, looked up): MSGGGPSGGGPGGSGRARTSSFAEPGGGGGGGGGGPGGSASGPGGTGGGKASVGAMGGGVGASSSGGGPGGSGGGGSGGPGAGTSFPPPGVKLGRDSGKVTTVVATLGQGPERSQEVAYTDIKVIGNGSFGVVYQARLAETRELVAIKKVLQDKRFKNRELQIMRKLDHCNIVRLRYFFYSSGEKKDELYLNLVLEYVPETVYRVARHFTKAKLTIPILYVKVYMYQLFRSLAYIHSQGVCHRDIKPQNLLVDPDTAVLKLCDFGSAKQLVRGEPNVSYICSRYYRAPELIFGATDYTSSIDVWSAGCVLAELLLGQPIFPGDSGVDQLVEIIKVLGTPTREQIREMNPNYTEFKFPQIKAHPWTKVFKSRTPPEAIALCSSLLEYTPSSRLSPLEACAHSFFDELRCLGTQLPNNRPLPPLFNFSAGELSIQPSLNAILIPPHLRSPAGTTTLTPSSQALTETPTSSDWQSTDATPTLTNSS
KCNK3 inh = human KCNK3 channel inhibition, primary screen | AID 602410 | CHO-KCNK3 thallium flux, FluxOR fluorescence; hits give low values | 340,000 compounds, 0.84% hits | O14649 | B-score at 10 µM;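 active means B-score under library mean minus 4 SD, starting fluorescence ratio at most library mean plus 5 SD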;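 further: more negative B-score means stronger inhibition of thallium flux through KCNK3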
HDAC3 inhib = human HDAC3 inhibition | O15379 | recombinant HDAC3, fluorogenic peptide/trypsin coupled, fluorescence | inhibition, % at 8.3 µM | 320,000 compounds, 0.15% hits; in the data active means inhibition above about 26%, passing the limit was not always enough
Target sequence (O15379 whole entry, looked up): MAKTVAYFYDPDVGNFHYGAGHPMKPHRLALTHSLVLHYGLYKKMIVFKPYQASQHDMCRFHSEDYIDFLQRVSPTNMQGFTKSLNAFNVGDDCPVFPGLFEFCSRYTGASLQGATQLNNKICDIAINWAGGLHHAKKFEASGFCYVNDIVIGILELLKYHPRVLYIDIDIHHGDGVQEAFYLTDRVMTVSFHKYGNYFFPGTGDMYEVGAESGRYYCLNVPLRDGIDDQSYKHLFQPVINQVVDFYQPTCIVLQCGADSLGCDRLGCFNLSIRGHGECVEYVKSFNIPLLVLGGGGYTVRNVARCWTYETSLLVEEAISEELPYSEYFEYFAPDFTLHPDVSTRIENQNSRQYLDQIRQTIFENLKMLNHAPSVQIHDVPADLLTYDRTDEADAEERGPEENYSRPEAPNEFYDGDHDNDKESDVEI
GSK3beta inhib = human GSK3beta kinase inhibition; P49841; GST-GSK3beta kinase, ADP-Glo luminescence, 60 min; hits give low values; activity score (negative = inhibition), % at 10 µM; 300,000 compounds, 0.038% hits;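 active means more than half of replicate wells score below -50%, meaning over 50% inhibition versus plate controls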;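 further: 0% = median DMSO wells and -100% = median GW8510 positive control wells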
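Test system – GST-tagged human GSK3beta kinase, cell-free · Incubation – 60 min enzyme reaction, room temperature · Signal – ADP-Glo luminescence · Also added – peptide substrate and ATP at 25 µM · Controls – DMSO neutral wells and GW8510 at 20 µM as positive · Buffer or medium – Tris/MgCl2 kinase buffer · Measure – Luminescence-derived activity versus plate DMSO and GW8510 wells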
KCNQ1 pot = potentiates or activates the human KCNQ1 potassium channel; P51787; CHO-K1 KCNQ1, thallium flux FluxOR fluorescence; hits give high values; B-score at 10 µM; 310,000 compounds, 0.35% hits; AID 2648;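 active means fluorescence ratio B-score, a plate-corrected score, at least three library SD, with initial intensity B-score within 5 SD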
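Material: CHO-K1 cells stably expressing KCNQ1. Medium: assay buffer for compound exposure, DMSO matched across wells. Reagent: K+/Tl+ depolarizing stimulus. Compound dosing: single-concentration screen. Times: 37 °C overnight plating, 90-min dark dye load, 20-min compound pretreatment. Technique: FluxOR Tl+ flux fluorescence.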
KCNQ1 inh = human KCNQ1 channel inhibition. CHO-K1 KCNQ1, FluxOR thallium flux fluorescence; hits give high values. P51787. 310,000 compounds, 1.3% hits. B-score at 10 µM;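 active means compounds whose thallium flux B-score, printed positive for inhibition, exceeds three library SD while starting fluorescence stays within three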;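 further: channel opened by potassium depolarization with thallium stimulus after 20 min compound exposure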
KCNK9 inh = blocks the human KCNK9 two-pore domain potassium channel | Q9NPC2 | HEK293 KCNK9, FluxOR thallium flux fluorescence; hits give low values | B-score at 10 µM | 310,000 compounds, 1.2% hits;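 active means ratio B-score over 3 SD below the library mean, with starting fluorescence within 5 SD of its mean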;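 further: negative B-score means less thallium flux so channel inhibition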
RGS4 act = RGS4 potentiation or activation. 310,000 compounds, 0.92% hits. HEK293 M3R/inducible RGS4, carbachol calcium flux Fluo4; hits give low values. B-score at 10 µM;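 active means B-score of the integrated calcium signal more than 4 SD below the library mean, with starting fluorescence not abnormally high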;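 further: negative B-score means reduced calcium response which marks RGS4 activation or potentiation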
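Reagent: ECmax carbachol challenge; Test system: M3R-expressing HEK293 line, RGS4 induced by doxycycline; Schedule: overnight RGS4 induction, 30 min dye load 37 °C, 20 min compound RT; Detection: calcium dye Fluo4 fluorescence; Read-out: Agonist-evoked peak-minus-minimum fluorescence over baseline, integrated ratio, B score.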
An asterisk follows results filed as active; i = inactive; nt = not tested or not shown. These rows are one share of the data; rates above refer to the full screens.

canonical_smiles,KCNQ1 pot,GSK3beta inhib,KCNK9 inh,KCNK3 inh,HDAC3 inhib,KCNQ1 inh,RGS4 act,hERG rescue,Dyrk1A ADPGlo,GSK3A inh,PolyA inhibitor
CCOc1ccc2nc(N(CCCN(C)C)C(=O)c3ccc(C(=O)c4ccccc4)cc3)sc2c1,i,1,i,i,-5,i,i,-27,2,-1,i
Cn1ncc(Cl)c1C(=O)N/N=C/c1ccccn1,i,0,i,i,3,i,i,-3,1,-1,i
CCn1c(COc2ccccc2C)nnc1SCC(=O)O,i,-4,i,i,5,i,i,-10,-3,-2,i
CCn1nnnc1NC(=O)c1ccc2ccccc2c1,i,4,i,i,-5,i,i,-6,nt,1,i
c1cnc2ccc(C(c3nnnn3C3CCCC3)N3CCN4CCCC4C3)cc2c1 (centres undefined),i,0,i,i,5,i,i,-13,-6,-2,i
COc1ccc(C)cc1S(=O)(=O)Nc1cc2c3c(c1)CCN3C(=O)CC2,i,-27,i,i,3,i,i,-4,-7,-3,i
COc1cc2c(cc1OC)C(C)N(C(=O)c1ccc(Cl)c(S(=O)(=O)N3CCCCC3)c1)CC2 (centres undefined),i,0,-11*,i,-1,i,i,-7,-4,6,i
Cc1cc(NC(=O)CSc2nc(=O)n(CCCN(C)C)c3c2CCCC3)no1,i,-3,i,i,1,i,i,-8,4,-3,i
CN1C(=O)C(O)(CC(=O)c2ccncc2)c2ccccc21 (centres undefined),i,-3,i,i,1,i,i,-9,-7,-2,i
COc1ccc(-c2nc(CN3CCC(C(=O)N4CCc5ccccc54)CC3)c(C)o2)cc1OC,i,-1,i,i,nt,i,i,-15,5,-2,i
O=C(N/N=C/c1ccc(Br)s1)c1ccco1,i,1,i,i,-2,i,i,-6,3,-2,i
COc1ccc(C2CC(c3ccccc3)=NN2C(=O)COC(=O)c2cnc(Cl)c(Cl)c2)cc1 (centres undefined),i,4,i,i,0,i,i,-4,-7,-1,i
Cc1ccc(NS(=O)(=O)c2cccc(C(=O)n3ncc(C#N)c3N)c2)c(C)c1,i,0,i,i,-2,i,i,-10,-1,-2,i
Cc1ccc(-n2ncc3c(SCC(=O)Nc4cc(C)on4)ncnc32)c(C)c1,i,-3,i,i,0,i,i,-8,-1,-2,i
CCCCn1c(-c2ccc(C(C)(C)C)cc2)nc2cc3[nH]c(=O)c(C(C)C)nc3cc21,i,2,i,i,-2,i,i,-5,-6,-1,i
O=C(CCCCCNC(=O)c1ccccc1)N/N=C/c1ccccc1,i,-4,i,i,0,i,i,-6,-7,9,i
O=C(c1ccc([N+](=O)[O-])cc1)N1CCN(C2=NS(=O)(=O)c3ccccc32)CC1,i,2,i,i,-8,i,i,-6,2,0,i
COc1ccc(/C=C/c2c(-c3ccc(OC)cc3)oc3cccnc23)cc1,i,-2,i,i,-3,i,i,-8,5,-4,i
COc1cc(OC)c(S(=O)(=O)NC(C)C)cc1C(=O)O,i,-1,i,i,-4,i,i,-13,-13,-4,i
NC(=O)C1CCN(C(=O)OCc2ccccc2)CC1,i,-7,i,i,4,i,i,0,2,-3,i
O=C(NC1CCSc2ccccc21)c1cccc(Cl)c1 (centres undefined),i,1,i,i,-2,i,i,-7,5,-2,i
CC1CN(C(=O)c2cc3ccccc3cc2O)CC(C)O1 (centres undefined),i,3,i,i,2,i,i,-9,-2,-2,i
CCOc1ccc(-c2cnc3ccccc3n2)cc1,i,-3,i,i,4,i,i,-3,3,5,i
COc1ccc(C(=O)NCc2nnc(SCC(=O)NC3CCCC3)o2)cc1,i,-1,i,i,9,i,i,-3,-8,2,i
CCn1c(SCC(=O)Nc2nc(C)cs2)nnc1-c1ccoc1C,i,-5,i,i,-2,i,i,-4,-4,18,i
COc1cc(/C=C/C(=O)OCC(=O)NC(=O)NC(C)C)cc(OC)c1OC,i,1,i,i,-3,i,i,-10,2,-1,i
O=C(CNC(=O)c1sc2ccccc2c1Cl)NCc1ccc(F)cc1,i,-1,i,i,1,i,i,-4,-10,-8,i
CCNC(=S)Nc1cccc(S(=O)(=O)Nc2ccccc2OC)c1,i,0,i,i,-3,i,i,-15,5,-1,i
Cc1ccc(NC(=O)c2c(NC(=O)CCC(=O)O)sc3c2CCCCC3)cc1,i,-4,i,i,-3,i,i,-4,0,0,i
COC(=O)C1=C(N)OC2=C(C(=O)CC(C)(C)C2)C1c1cccnc1 (centres undefined),i,2,i,i,2,i,i,-17,0,-1,nt
CC(C)C(=O)NNC(=O)c1ccccn1,i,1,i,i,-3,i,i,-1,7,0,i
COc1cnc(SC(C)C)[nH]c1=O,i,5,i,i,-6,i,i,-3,0,0,i
Cc1cccc(C(=O)NC(C(=O)Nc2ccccc2N2CCOCC2)C(C)C)c1 (centres undefined),i,-1,i,i,2,i,i,-10,-4,-3,i
CCC(c1ccccc1)c1nc(-c2cccnc2)no1 (centres undefined),i,0,i,i,0,i,i,-12,0,-2,i
N#C/C(=C\C=C\c1ccccc1[N+](=O)[O-])C(=O)NC1CCCCC1,i,8,i,i,1,i,i,-20,0,-1,i
O=C(CCS(=O)(=O)c1ccc(Br)cc1)Nc1ccc(Br)cc1F,i,-3,i,i,-1,i,i,-5,1,-2,i

Complete entries from above. Values in the order: KCNQ1 pot | GSK3beta inhib | KCNK9 inh | KCNK3 inh | HDAC3 inhib | KCNQ1 inh | RGS4 act | hERG rescue | Dyrk1A ADPGlo | GSK3A inh | PolyA inhibitor
CC(C)C(=O)NNC(=O)c1ccccn1 as listed: i | 1 | i | i | -3 | i | i | -1 | 7 | 0 | i
CCC(c1ccccc1)c1nc(-c2cccnc2)no1 (centres undefined) as listed: i | 0 | i | i | 0 | i | i | -12 | 0 | -2 | i
N#C/C(=C\C=C\c1ccccc1[N+](=O)[O-])C(=O)NC1CCCCC1 as listed: i | 8 | i | i | 1 | i | i | -20 | 0 | -1 | i
COc1cnc(SC(C)C)[nH]c1=O as listed: i | 5 | i | i | -6 | i | i | -3 | 0 | 0 | i
CCn1c(SCC(=O)Nc2nc(C)cs2)nnc1-c1ccoc1C as listed: i | -5 | i | i | -2 | i | i | -4 | -4 | 18 | i

Following part
canonical_smiles,KCNQ1 pot,GSK3beta inhib,KCNK9 inh,KCNK3 inh,HDAC3 inhib,KCNQ1 inh,RGS4 act,hERG rescue,Dyrk1A ADPGlo,GSK3A inh,PolyA inhibitor
CCOC(=O)c1c(C)[nH]c(C(=O)CSc2nnnn2-c2ccccc2)c1C,i,-4,i,i,-1,i,i,-1,-13,0,i
COc1ccc(OCC(=O)Nc2ccc(N3CCN(C(=O)c4ccco4)CC3)cc2)cc1,i,-2,i,i,6,i,i,-8,2,1,i
CCN(CC)S(=O)(=O)c1ccc2c(c1)N(CC(=O)NCCCN1CC(C)CC(C)C1)C(=O)CO2 (centres undefined),i,-2,i,i,nt,i,i,-9,1,nt,i
CCN(CC)c1ccc2c(O)cc(=O)oc2c1,i,2,i,i,-9,i,i,-3,2,-2,i
Cc1cc(-c2nnc(CCC(=O)N(C)C(C)c3cccs3)o2)no1 (centres undefined),i,2,i,i,nt,i,i,-8,0,-3,i
Cn1cnnc1SCC(=O)Nc1ccc(N2CCOCC2)cc1,i,5,i,i,-1,i,i,-17,nt,-1,i
c1coc(CN(Cc2cccs2)Cc2nnnn2C2CCCCC2)c1,i,0,i,i,-7,i,i,-3,-2,0,i
Cc1c(C(=O)c2ccc([N+](=O)[O-])cc2)c(=O)n(C)c(=O)n1C,i,3,i,i,4,i,i,-13,-3,-3,i
O=C(Nc1ccc2c(c1)OCO2)c1cccc(Cl)c1,i,0,i,i,-2,i,i,-5,-2,0,i
CC(C(=O)N1CCCc2ccccc21)N1CCN(S(=O)(=O)c2ccccc2F)CC1 (centres undefined),i,-1,i,i,4,i,i,-11,-2,0,i
O=C(Nc1ccccc1)c1ccn[nH]1,i,4,i,i,4,i,i,0,9,3,i
Cc1nc2ccccn2c1C(=O)Nc1ccc(Cl)cc1,i,-3,i,i,14,i,i,-10,6,0,i
COc1ccc(-n2c(SC)nc(O)c(Cc3ccccc3)c2=O)cc1,i,5,i,i,-1,i,i,-10,4,-4,i
Cc1ccccc1CN1CCCOCCS1(=O)=O,i,1,i,i,7,i,i,0,1,0,i
Cc1cc(S(=O)(=O)N2CCCC(N(C)CCc3ccccn3)C2)c(C)cc1Cl (centres undefined),i,5,i,i,nt,i,i,-17,-4,nt,i
COc1ccc2cnn(-c3ccc(C)cc3)c(=O)c2c1OC,i,3,i,i,-1,i,i,-4,3,0,i
Cn1nc(-c2ccc(C(=O)O)cc2)c2ccccc2c1=O,i,2,i,i,5,i,i,-5,-1,2,i
CCOc1cc(NC(=O)c2ccccc2[N+](=O)[O-])c(OCC)cc1NC(=O)CC(C)C,i,4,i,i,3,i,i,1,0,-5,i
Cc1ccc2cc(CCNC(=O)c3ccc(S(=O)(=O)N4CCOCC4)cc3)c(=O)[nH]c2c1C,i,0,i,i,-2,i,i,-6,1,-4,i
CC(C)OC(=O)CSc1nnc(CNc2ccc(Cl)cc2)n1C,i,3,i,i,-2,i,i,-9,-4,-1,i
CCc1cccc(NC(=O)CCc2c(C)nn(-c3ccc(N4CCCCC4)nn3)c2C)c1,i,1,i,i,-2,i,i,-14,4,-3,i
CN(CC(=O)Nc1ccc(F)cc1)C(=O)COc1ccc(C(=O)c2ccccc2)cc1,i,-2,i,i,5,i,i,-2,-2,-2,i
COc1cc(C2NC(=O)NC(C)=C2C(=O)OC2CCCC(C)C2)cc(Br)c1O (centres undefined),i,0,i,i,0,i,i,-12,-2,7,i
CC(CCc1ccccc1)NC(=O)c1ccccc1 (centres undefined),nt,4,nt,i,-9,nt,nt,nt,2,0,i
